# Assay outcomes: PubChem BioAssay, several laboratories
# M17LAP inhibition: P. falciparum M17LAP inhibitors, primary screen, biochemical, fluorogenic H-Leu-NHMec substrate, 1536-well (AID 1619); recombinant M17LAP, H-Leu-NHMec fluorogenic kinetic assay; higher % means a stronger effect; inhibition, % at 30 µM, or IC50 in µM where a hit was titrated; 0.38% of 220,000 active;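 active = compound inhibiting the enzyme by more than half at any dose during confirmatory dose-response retesting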;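 also: plate controls were full reaction with DMSO carrier for no effect and no enzyme background for full effect; strong numbers were not always called active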
# T cell HTS: modulates CD8 T cell binding to vesicles; 0.068% of 330,000 active; calls only at 7 µM; 2C CD8+ T cell-vesicle binding, flow cytometry; hits give low values;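 active = response, share of CD8 T cells binding vesicles, and their 90th percentile fluorescence all below set limits, cut at about 80% in these data, passing the limit was not always enough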
#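 Material: 2C TCR transgenic mouse naive CD8+ T cells, MACS-purified. Also added: QL9-charged Drosophila Ld/ICAM-1/B7-1 vesicles. Timing: binding 1.5 h at 37 °C. Measured by: high-throughput flow cytometry with anti-B7-1 and anti-CD8 staining. Read-out: percent CD8+ FL2 mean versus row control. Controls: Unloaded micro-vesicles (low), QL9 vesicles with 0.7% DMSO (high).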
# bCat nuc transl: beta-catenin nuclear translocation modulation | nuclear translocation activity, % at 5 µM | 0.3% of 190,000 active | HeLa beta-catenin nuclear translocation, immunofluorescence imaging;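 active = nuclear translocation activity above 50% at 5 µM, with a well cell count of 50 or more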;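 also: per-cell ratio of nuclear to cytoplasmic median beta-catenin stain intensity; plate controls were DMSO negative control for no effect and GSK-3 inhibitor IX positive control for full effect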
#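 Technique: fluorescence imaging of beta-catenin antibody stain plus DAPI / Material: human HeLa cell line / Incubation: compound treatment 24 h, 37°C, 5% CO2 / Read-out basis: % activation of per-cell nuclear versus cytoplasmic median beta-catenin signal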
# MT stabilize HCS: microtubule stabilizers in HeLa cells; HeLa tubulin immunostaining HCS, 24 h; share of cells brighter than vehicle mean+2SD; % tubulin-high responders, % at 10 µM; 0.83% of 200,000 active;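 active = plate Z-score above 3 for both tubulin-high and condensed-nucleus cell shares, with cell loss under 80%, at 10 µM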;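 also: anti alpha tubulin signal scored within the nucleus-defined area of each cell; some results filed as inactive read as strong as hits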
# Dynein cargo inh: dynein cargo transport inhibition | 3617.4 mouse cells, GR-EGFP nuclear translocation imaging; test concentration mostly 20 µM; stimulated with dexamethasone, 1 µM; hits give low values | z-score, hits read low | 0.47% of 220,000 active;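 active = plate z-score of nuclear minus cytoplasmic receptor signal below a set negative limit, without overly bright fluorescence or cell loss, cut at about -3.5 in these data, passing the limit was not always enough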;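 also: z-score of nuclear minus cytoplasmic ring GR-EGFP intensity difference per well; some compounds called inactive have numbers as strong as hits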
#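 Medium: Induction medium lacking tetracycline, stripped serum | Probe or stimulus: 1.0 µM final dexamethasone stimulus | Schedule: 48 h induction, then 1 h compound, then 30 min agonist, 37 °C | Signal: Automated 10x imaging of fixed Hoechst-stained cells | Evaluation: Per-cell GR-EGFP intensity, nucleus versus surrounding cytoplasmic ring, well-averaged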
# P. falciparum M1AAP: P. falciparum M1AAP inhibitors, biochemical, fluorogenic H-Leu-NHMec substrate, 1536-well (AID 1445). recombinant M1AAP, H-Leu-NHMec fluorogenic kinetic assay; higher % means a stronger effect. one-dose inhibition, % at 30 µM; IC50 in µM for titrated hits. 0.42% of 220,000 active;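 active = primary inhibition above the hit cutoff, then over 50% inhibition at one or more dose response concentrations, cut at about 23% in these data, passing the limit was not always enough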;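 also: plate controls were DMSO full reaction for no effect and no enzyme background for full effect; strong numbers were not always called active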
# Autophagy HCS: autophagy modulation, high-content screen; calls only at 10 µM (by protocol); MEF GFP-LC3 puncta imaging; test concentration mostly 10 µM; 0.98% of 190,000 active;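 active = percentage of spot-positive cells more than 3 SD above its plate mean, without a fluorescence outlier flag or 80% toxicity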;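 also: spot-positive cell cutoff set from DMSO-treated cells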
# WT yeast gro inh: growth inhibition of WT yeast, mitochondrial fusion screen; inhibition, % at 10 µM; 2.1% of 190,000 active; mitochondrial fusion phenotypic screen, WT strain; in the data active = inhibition above about 58%; tested in S. cerevisiae
# Yfh1-depleted yeast: enhancers of respiration in Yfh1-depleted yeast, dose response, Friedreich's ataxia, plus single-dose screen (AID 1465); S. cerevisiae Yfh1-off respiration, WST-1 reduction, 72 h; higher fold induction means a stronger effect; fold induction at 50 µM; hits with a dose series show EC50 in µM; 0.074% of 220,000 active;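 active = fold induction of absorbance versus untreated yeast above a set limit, then at least 30% activation at any dose in follow-up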;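 also: activators that raise dye reduction in frataxin-depleted yeast; strong numbers were not always called active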
# WT yeast gro inh mutant strain: recorded beside WT yeast gro inh, whose call it bears; inhibition, %; mitochondrial fusion phenotypic screen, mutant strain inhibition
# Dynein cargo inh cytoplasmic EGFP: second read-out of Dynein cargo inh, no call of its own (marks repeat the call); z-score; measured here: cytoplasmic GR-EGFP intensity; hits give high values
# Dynein cargo inh nuclear GR-EGFP: further read-out of Dynein cargo inh, marked with its call; z-score; measured here: nuclear GR-EGFP intensity;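 lower value marks the stronger effect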
# Dynein cargo inh cell count: second read-out of Dynein cargo inh, no call of its own (marks repeat the call); z-score; measured here: cell count per field
# bCat nuc transl cell count 5 µM: second read-out of bCat nuc transl, no call of its own (marks repeat the call); cell count; measured here: cell count, cytotoxicity flag
# T cell HTS vesicle-bound %: also measured in T cell HTS; calls as there; double positive events, %; measured here: CD8+ vesicle-bound cell fraction;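 binding gate set so that unloaded-vesicle control wells show 10% double positive cells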
# MT stabilize HCS Hoechst-high %: further read-out of MT stabilize HCS, marked with its call; % Hoechst-high responders; measured here: nuclear condensation Hoechst responders;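 share of cells brighter than vehicle mean plus two SD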
# MT stabilize HCS cytotoxicity %: further read-out of MT stabilize HCS, marked with its call; toxicity, %; measured here: cytotoxicity by cell density;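 0% = mean cell density of plate MIN control wells and 100% = no cells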
# Autophagy HCS cell loss 18 h: recorded beside Autophagy HCS, whose call it bears; toxicity, %; measured here: cell loss, nuclei count;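 cell loss after 18 h compound exposure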
# * = called active by the depositor; i = inactive; · = no result given. Rows were taken by chance (roughly 4.4% active in at least one column).
SMILES,M17LAP inhibition,T cell HTS,T cell HTS vesicle-bound %,bCat nuc transl,bCat nuc transl cell count 5 µM,MT stabilize HCS,MT stabilize HCS Hoechst-high %,MT stabilize HCS cytotoxicity %,Dynein cargo inh,Dynein cargo inh cytoplasmic EGFP,Dynein cargo inh nuclear GR-EGFP,Dynein cargo inh cell count,P. falciparum M1AAP,Autophagy HCS,Autophagy HCS cell loss 18 h,WT yeast gro inh,WT yeast gro inh mutant strain,Yfh1-depleted yeast
CCSc1nnc(-c2ccccc2SC)o1,3.5%,i,51.4,0.7,980,1.5,2.1,3.5,-0.342,-0.195,-0.467,0.139,7.1%,i,6.1,0.0,-17.1,i
CC(=O)Oc1cc2c(C(C)=O)coc2c2ccccc12,-2.2%,i,12.2,·,·,4.6,3.9,6.2,0.0931,-0.209,-0.148,-0.633,-2.1%,i,-5.3,8.6,9.1,i
COc1ccc(-c2nnc(SCC(=O)NCCc3ccc(S(N)(=O)=O)cc3)o2)cc1OC,-3.2%,i,36.1,-3.7,1145,·,·,·,-0.265,-0.252,-0.217,0.308,5.0%,·,·,·,·,i
Cc1ccc(N2C(=O)c3ccccc3C2Nc2ccc(S(=O)(=O)N3CCCCC3)cc2)nc1 (stereo unspecified),0.5%,i,34.2,·,·,5.9,1.9,0.6,1.12,0.242,0.991,-2.1,3.7%,i,15.3,5.4,0.0,i
O=C(CSc1n[nH]c(-c2ccncc2)n1)NC1CCS(=O)(=O)C1 (stereo unspecified),6.2%,i,37.6,0.1,1158,1.3,2.5,12.7,-0.333,-0.22,0.0521,0.925,1.1%,i,40.0,0.7,9.4,i
COc1ccc(CC(=O)N/N=C(\C)CC(=O)NCc2ccco2)cc1OC,-4.2%,i,15.3,0.1,1273,·,·,·,0.188,-0.216,0.769,-0.607,2.3%,·,·,·,·,i
COc1ccc(C(=O)C(Cc2cc(C(C)=O)ccc2OC)N2CCCC2)cc1 (stereo unspecified),3.6%,i,24.2,0.9,1073,4.4,3.5,6.9,-0.583,0.0203,0.246,0.317,4.7%,i,-0.6,-2.8,-0.7,i
COc1cccc(NC(=O)COc2cccc(-n3cnnn3)c2)c1,-3.4%,i,40.2,-3.0,1164,3.8,2.0,9.0,0.79,-0.266,0.76,-1.18,1.0%,i,12.3,-11.8,-8.5,i
Cc1ccc(C(C)C)c(OCc2ccc(C(=O)N/N=C/c3ccc(O)c(O)c3)cc2)c1,4.0%,i,13.2,·,·,3.6,1.9,5.6,-0.409,0.0539,-0.132,-0.146,8.7%,i,10.8,-12.0,-13.7,i
O=C(/C=C/c1ccccc1)NCc1ccco1,4.3%,i,56.1,0.8,1013,2.4,0.3,4.1,-0.642,-0.301,-0.107,0.333,1.4%,i,-11.3,-11.8,-4.5,i
Cc1ccc(-n2c(=O)c(C#N)cc3c(=O)n4ccccc4nc32)cc1C,-8.1%,i,12.8,·,·,1.7,1.1,5.6,-0.789,0.532,-0.111,0.325,12.1%,i,17.2,10.4,9.7,i
O=C(O)c1ccc(N/N=C/c2ccnc3ccccc23)cc1,6.5%,i,21.4,1.2,1342,·,·,·,0.416,-0.191,0.664,-0.266,7.3%,·,·,·,·,i
COC(=O)C1C(c2ccccc2)C(C(=O)O)C1c1ccccc1 (stereo unspecified),12.6%,i,48.3,0.9,1543,1.8,2.8,8.5,0.613,-0.205,0.0395,0.22,8.4%,i,18.7,-23.7,-7.9,i
CCc1ccc(OCc2nnc(SCCN3CCOCC3)n2CC)cc1,10.6%,i,19.5,-1.1,916,1.3,1.3,0.0,-0.154,-0.215,0.0551,0.169,1.7%,i,-7.3,-7.7,1.3,i
C=CCNC(=S)NCc1cccnc1,8.7%,i,56.7,·,·,1.0,3.9,7.5,-0.431,-0.289,-0.554,0.199,0.5%,i,-1.1,-12.6,0.3,i
CC(C)(C)c1cc(Br)ccc1OCC(=O)Nc1ncn[nH]1,13.1%,i,37.0,·,·,4.0,4.2,10.5,0.264,-0.188,0.359,-0.161,-12.9%,i,-2.5,20.5,3.1,i
Cc1cc(S(=O)(=O)N2CCOCC2)ccc1F,2.8%,i,32.7,·,·,1.8,2.5,16.3,-1.14,-0.271,-0.364,0.0922,0.7%,i,-2.2,0.4,0.6,i
O=C(NNc1ccccc1C(F)(F)F)c1cccs1,6.9%,i,35.0,0.6,1297,·,·,·,0.633,-0.201,0.0241,-0.266,6.5%,·,·,·,·,i
CCc1ccc(C(=O)NNc2ccc(F)cc2)cc1,20.2%,i,36.6,0.0,1160,·,·,·,-1.12,-0.203,-0.623,0.685,10.4%,·,·,·,·,i
N#CCC(=N)N1CCN(c2ccc(F)cc2)CC1,-5.5%,i,31.8,0.7,1118,2.7,2.8,3.1,0.816,-0.217,0.415,-0.292,-2.5%,i,-7.5,17.9,-2.2,i
CCCNS(=O)(=O)c1ccc(OCC(=O)N(C)Cc2ccccc2)cc1,1.4%,i,47.4,-0.6,1357,·,·,·,-0.47,-0.217,0.185,-0.176,10.0%,·,·,·,·,i
Cc1c(NS(=O)(=O)c2ccccc2)c(=O)n(-c2ccccc2)n1C,-14.2%,i,16.5,-6.0,1260,1.3,1.6,5.8,-0.117,-0.148,0.0214,0.258,-1.8%,i,-5.8,-2.4,-4.2,i
O=C(NC(=O)N1CCN(c2ccc([N+](=O)[O-])cn2)CC1)c1ccccc1F,6.8%,i,44.5,-0.3,1297,·,·,·,-0.538,-0.203,0.0777,0.398,17.5%,·,·,·,·,i
CCOc1ccc2[nH]c(=O)c(CN(Cc3ccc(F)cc3)C(=O)c3ccco3)cc2c1,-2.5%,i,19.6,-3.7,881,47.2*,31.1*,39.4*,-0.0843,-0.121,0.229,-0.45,5.3%,i,-6.7,18.2,3.0,i
O=S(=O)(c1ccc2ccccc2c1)N1CCN(C2CCN(Cc3ccccc3)CC2)CC1,3.6%,i,35.0,-5.1,1138,2.7,1.9,7.8,0.173,-0.0441,0.00177,0.142,-1.1%,i,1.4,22.2,26.7,i
Cc1ccc2c(C)nc(Nc3nc(CSc4nnc(C)s4)cc(=O)[nH]3)nc2c1,9.5%,i,21.7,-2.3,1405,2.7,2.2,7.7,0.602,-0.167,0.42,-1.84,-2.4%,i,-4.4,-0.6,0.6,i
COc1ccc(CN(C(=O)c2cccs2)c2nccs2)cc1OC,-5.3%,i,10.5,-0.2,1001,2.4,1.6,3.3,-0.363,-0.131,-0.66,0.423,2.4%,i,-8.3,11.7,2.5,i

# Rewritten as tab-separated lines: 7 of the compounds above.
canonical_smiles	M17LAP inhibition	T cell HTS	T cell HTS vesicle-bound %	bCat nuc transl	bCat nuc transl cell count 5 µM	MT stabilize HCS	MT stabilize HCS Hoechst-high %	MT stabilize HCS cytotoxicity %	Dynein cargo inh	Dynein cargo inh cytoplasmic EGFP	Dynein cargo inh nuclear GR-EGFP	Dynein cargo inh cell count	P. falciparum M1AAP	Autophagy HCS	Autophagy HCS cell loss 18 h	WT yeast gro inh	WT yeast gro inh mutant strain	Yfh1-depleted yeast
CCCNS(=O)(=O)c1ccc(OCC(=O)N(C)Cc2ccccc2)cc1	1.4%	i	47.4	-0.6	1357	·	·	·	-0.47	-0.217	0.185	-0.176	10.0%	·	·	·	·	i
Cc1c(NS(=O)(=O)c2ccccc2)c(=O)n(-c2ccccc2)n1C	-14.2%	i	16.5	-6.0	1260	1.3	1.6	5.8	-0.117	-0.148	0.0214	0.258	-1.8%	i	-5.8	-2.4	-4.2	i
O=C(NC(=O)N1CCN(c2ccc([N+](=O)[O-])cn2)CC1)c1ccccc1F	6.8%	i	44.5	-0.3	1297	·	·	·	-0.538	-0.203	0.0777	0.398	17.5%	·	·	·	·	i
CCOc1ccc2[nH]c(=O)c(CN(Cc3ccc(F)cc3)C(=O)c3ccco3)cc2c1	-2.5%	i	19.6	-3.7	881	47.2*	31.1*	39.4*	-0.0843	-0.121	0.229	-0.45	5.3%	i	-6.7	18.2	3.0	i
O=S(=O)(c1ccc2ccccc2c1)N1CCN(C2CCN(Cc3ccccc3)CC2)CC1	3.6%	i	35.0	-5.1	1138	2.7	1.9	7.8	0.173	-0.0441	0.00177	0.142	-1.1%	i	1.4	22.2	26.7	i
Cc1ccc2c(C)nc(Nc3nc(CSc4nnc(C)s4)cc(=O)[nH]3)nc2c1	9.5%	i	21.7	-2.3	1405	2.7	2.2	7.7	0.602	-0.167	0.42	-1.84	-2.4%	i	-4.4	-0.6	0.6	i
COc1ccc(CN(C(=O)c2cccs2)c2nccs2)cc1OC	-5.3%	i	10.5	-0.2	1001	2.4	1.6	3.3	-0.363	-0.131	-0.66	0.423	2.4%	i	-8.3	11.7	2.5	i
